MKP-3 inhibition = inhibition of rat DUSP6 enzyme activity – biochemical, in vitro, primary screen (AID 425) | recombinant MKP-3 phosphatase activity, fluorescence; higher % means a stronger effect | inhibition, % at 20 µM; hits with a dose series show IC50 in µM | hit rate 0.17% among 110,000; in the data active = inhibition above about 50%;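 note: plate controls were vehicle for no effect and reference inhibitor for full effect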
Hsp70 inhibitors = small molecules displacing fluorescent ligand from Hsp70 – biochemical, fluorescence polarization, primary screen (AID 583); hit rate 0.06% among 140,000; displacement, % at 20 µM, or IC50 in µM where a hit was titrated; Hsp70 fluorescence polarization probe displacement, mP; higher % means a stronger effect; in the data active = displacement above about 50%;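 note: plate controls were vehicle for no effect and reference ligand for full effect; a part of the inactive calls stands beside numbers as strong as those of hits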
* marks the source's active call; other numbers are inactive results; . = not tested or not shown; & = joins results of further samples. Some of the compounds tested, so the mix of outcomes need not match the whole.

SMILES	MKP-3 inhibition	Hsp70 inhibitors
CN(CC(=O)NC1CCCCC1)S(=O)(=O)c1ccc(Br)s1	-2%	.
Cc1ccnc(NC(=O)CCC(=O)N(CC(=O)NC2CCCCC2)CC2CCCO2)c1 (stereo not drawn)	-9%	-2.3%
O=C(Nc1cc(Cl)cc(Cl)c1)c1cc2ccccc2o1	-4%	0.7%
Cc1ccc(NC(=O)Cc2nnc(NC(=O)Nc3ccc(Cl)cc3)s2)cc1	-2%	2.4%
COc1cccc(OCC(O)CO)c1 (stereo not drawn)	-14%	6.7%
COCCn1c(SCC(=O)Nc2cc(C)cc(C)c2)nnc1C(C)C	-6%	-3.4%
Cc1noc(NS(=O)(=O)c2ccc(NC(=O)CSc3nc4c(cc3C#N)CCC4)cc2)c1C	-3%	-2.8%
Cc1cccc(OCC(=O)Nc2cccnc2)c1	2%	-6.5%
Cc1ccc(N(CC(=O)Nc2ccccc2Cl)S(=O)(=O)c2ccc(F)cc2)cc1	-1%	-1.7%
CCOC(=O)c1c(CNCCN(CC)CC)n(C)c2cc(Br)c(OC)cc12	-4%	3.4%
CCCCN(C(=O)NC(=O)Nc1ccccc1OC)S(C)(=O)=O	4%	-3.6%
CC1=[N+]([O-])C(C)(C)C(c2ccc(C)cc2)=[N+]1[O-]	2%	-1.4%
Cc1ccc(S(=O)(=O)N2CCN(S(=O)(=O)N3CCCCC3)CC2)cc1	-8%	3.4%
CCN1CCN(C(=O)CN2C(=O)c3cccc4cccc2c34)CC1	.	-0.4%
CC/C(C)=C1\SC(N2CCOCC2)=NC1=O	.	-2.7%
CCNC(=O)COc1ccc(Br)cc1Cl	2%	3.6%
CCOc1ccc(S(=O)(=O)NCc2ccccn2)cc1	.	0.8%
CC(=O)N1CCN=C1SCc1ccccc1Cl	-13%	-2.0%
CC(=O)Nc1ccc2[nH]c(C)c(CC=C(Cl)Cl)c(=O)c2c1	.	-0.8%
Clc1ccc(C=NC23CN4CN(CN(C4)C2)C3)cc1	-4%	1.5%
COc1ccc(OCCn2c(NC(=O)c3ccco3)nc3ccccc32)cc1	4%	-4.1%
COc1ccc(/C=C2\SC(=O)N(c3c(C)n(C)n(-c4ccccc4)c3=O)C2=O)cc1	1%	5.6%
Cc1ccc(S(=O)(=O)Oc2ccccc2/C=C2\SC(=S)NC2=O)cc1	2%	2.2%
O=C(c1noc2c1CCCC2)N1CCN(C(c2ccccc2)c2ccccc2)CC1	-1%	-2.3%
O=C(COC(=O)c1cccs1)NCc1ccco1	-14%	-0.8%
(further entries)
SMILES	MKP-3 inhibition	Hsp70 inhibitors
CCOC(=O)c1nnn(-c2nonc2-n2cccc2)c1C	2%	2.5%
COc1cccc(C2CC(=O)Nc3cc(OC)c(OC)c(OC)c32)c1OC (stereo not drawn)	1%	.
CCN(CC(=O)Nc1ccc2c(c1)OCCO2)C(=O)c1cccc(S(=O)(=O)N2CCOCC2)c1	.	1.1%
O=C(CSc1nccc2ccccc12)N1CCN(c2ccccn2)CC1	-3%	-4.9%
CC1CC(c2ccccc2)n2nc(NC(=O)c3cccs3)nc2N1 (stereo not drawn)	1%	-6.9%
CC(C)(C)C(=O)NC1(C(F)(F)F)C(=O)Nc2c1c(=O)[nH]c(=O)n2Cc1ccco1 (stereo not drawn)	-9%	8.3%
COc1cc(C2Nc3ccccc3C(=O)N2c2ccccc2OC)ccc1O (stereo not drawn)	1%	-2.1%
CC(=O)Oc1ccccc1N1C(=O)c2cccc([N+](=O)[O-])c2C1=O	0%	0.6%
COc1ccc(Cl)cc1NC(=O)/C=C/c1cccc([N+](=O)[O-])c1	35%	-6.3%
CC(C)c1ccc(C(=O)CC2(O)C(=O)N(CN3CCOCC3)c3ccccc32)cc1 (stereo not drawn)	.	1.9%
CN(C)CCCN(CCCNC(=O)/C=N/O)Cc1ccccc1	6%&0%	1.2%&-2.8%
COc1ccccc1N1CCN(/N=C\c2cccn2C)CC1	0%	-7.8%
CCOc1ccc(S(=O)(=O)N2Cc3ccccc3CC2C(=O)NCCCn2ccnc2)cc1 (stereo not drawn)	-8%	2.4%
CC1(C)CC(=O)C=C(NCCN2CCN(C(=O)Nc3ccc(Cl)cc3)CC2)C1	-2%	0.6%
COc1ccc(OC)c(C(=O)CSc2nc3cccnc3n2C)c1	-5%	-1.3%
Cc1ccc(N[C@@H]2C[C@H](O)[C@@H](CO)O2)cc1C	-3%	3.0%
Cc1ccc(NC(=O)CN2C(=O)C(C)Oc3ccccc32)nc1 (stereo not drawn)	0%	3.8%
Cc1sc2nc(SCc3ccccc3)n(Cc3ccco3)c(=O)c2c1C	.	4.7%
CCC(C)NC(=O)CSc1nc2ccsc2c(=O)n1-c1ccc(OC)cc1 (stereo not drawn)	.	-1.4%
N#Cc1cnc(SCC(=O)Nc2ccccc2C(F)(F)F)nc1N	-1%	-1.2%
NC(=O)c1ccsc1NC(=O)CN1C(=O)C2CC=CCC2C1=O (stereo not drawn)	-6%	-0.2%
C/C(N)=C(/C#N)C(=O)COC(=O)CCSc1ccccc1	-3%	2.1%
CSc1nsc(SCC(=O)Nc2cccc(C(C)=O)c2)n1	-6%	1.1%
O=C1CC(c2ccccc2)CC(O)=C1C=NCCN1CCN(C(=S)Nc2cccc(Cl)c2)CC1 (stereo not drawn)	.	-5.4%
Fc1ccc(-c2nnc(-n3nnc4ccccc43)c3ccccc23)cc1	.	-4.8%
Additional records.
SMILES	MKP-3 inhibition	Hsp70 inhibitors
Cc1cccc(C)c1NC(=O)CCCSc1nnc(-c2ccco2)n1-c1ccccc1	-7%	2.9%
COc1ccc(OC)c(N2CC(O)=C(c3nc4ccccc4s3)C2=N)c1	.	10%
CCOC(=O)Cn1nnnc1C(CC)N(Cc1cccs1)Cc1cc2cc(C)ccc2[nH]c1=O (stereo not drawn)	-3%	9.6%
CCC1(C)Cc2c(sc3nc(SCC(=O)c4ccccc4)nc(N)c23)CO1 (stereo not drawn)	-3%	3.8%
CCOC(=O)c1c(NC(=O)CSc2nc3cccnc3n2C)sc(C(C)=O)c1C	-3%	-18%
COc1cc(/C=C2/SC(=S)NC2=O)ccc1OS(=O)(=O)c1ccccc1[N+](=O)[O-]	3%	-4.4%
Cc1ccc(C(=O)NC=C(Cl)Cl)cc1	1%	0.5%
COc1ccc(-c2noc(-c3ccc(Cl)cc3)n2)cc1	-5%	-0.5%
Cc1ccc(-c2csc(NC(=O)C3CCCCC3C(=O)O)n2)c(C)c1 (stereo not drawn)	0%	5.2%
CCOC(=O)C1CCN(c2nc(C)nc3c2oc2ccccc23)CC1	-1%	6.2%
CN(C)c1cc(Nc2ccccc2)c2c3c(onc13)-c1ccccc1C2=O	5%	-10%
CCCNS(=O)(=O)c1ccc(CCC(=O)NCc2cccnc2)cc1	0%	3.7%
CCOC(=O)NC12CC3CC(C)(CC(C)(C3)C1)C2	-2%	5.4%
Cc1ccc2c(c1)nnn2C1CCN(CC(=O)N2c3ccccc3CC2C)CC1 (stereo not drawn)	-2%	-3.8%
CCOC(=O)N1CCN(C(=O)C(CC)n2nc(C)c3sc4ccccc4c3c2=O)CC1 (stereo not drawn)	0%	-0.2%
COC(=O)c1cc(-c2c[nH]c3ccccc23)n[nH]1	-21%	-0.6%
Cc1cc(NC(=O)CCN2C(=O)/C(=C/c3ccc(F)cc3)SC2=S)no1	0%	0.4%
COC(=O)c1sccc1NC(=O)c1cccc2ccccc12	3%	3.9%
O=C(NCCCCc1ccccc1)C1CC(=O)N(c2ccc(Br)cc2)C1 (stereo not drawn)	0%	0.4%
CCn1cnc2c1c(=O)n(Cc1csc(-c3ccccc3)n1)c(=O)n2Cc1ccccc1	-8%	-1.5%
CCC1(C)OCC(Cn2c3ccccc3c3ccccc32)O1 (stereo not drawn)	.	5.7%
CCOC(=O)CCNC(=O)CNC(=O)OCc1ccccc1	-3%	2.0%
Cc1cccc(N2C(=O)c3ccc(C(=O)O)cc3C2=O)n1	0%	0.4%
COc1cccc(C(=O)N2CCN(C(=O)c3cccc(F)c3)CC2)c1	-3%	0.6%
CCn1c(N2CCN(CC(=O)c3c[nH]c4ccccc34)CC2)nc2c1c(=O)[nH]c(=O)n2C	-12%	-0.5%

Some of the entries so far, with values under each structure:
Each structure is followed by: MKP-3 inhibition	Hsp70 inhibitors
COc1cccc(C(=O)N2CCN(C(=O)c3cccc(F)c3)CC2)c1
  -3%	0.6%
CN(CC(=O)NC1CCCCC1)S(=O)(=O)c1ccc(Br)s1
  -2%	.
Cc1cc(NC(=O)CCN2C(=O)/C(=C/c3ccc(F)cc3)SC2=S)no1
  0%	0.4%
O=C(c1noc2c1CCCC2)N1CCN(C(c2ccccc2)c2ccccc2)CC1
  -1%	-2.3%
Cc1ccc(-c2csc(NC(=O)C3CCCCC3C(=O)O)n2)c(C)c1 (stereo not drawn)
  0%	5.2%

Continued:
SMILES	MKP-3 inhibition	Hsp70 inhibitors
COc1cc2nc(=S)n3[nH]c(CCn4nc(C)cc4C)nc3c2cc1OC	-3%	12%
CCSc1nnc(Nc2ccc(C)cc2)s1	.	2.4%
Cc1cc(Cl)c(S(=O)(=O)NC(C(=O)O)c2ccccc2)cc1OCC(N)=O (stereo not drawn)	-9%	-0.6%
Cc1cc(C)cc(N2C(=O)/C(=C/c3ccc(Oc4ccc([N+](=O)[O-])cn4)cc3)C(=O)NC2=S)c1	3%	0.2%
COc1ccc(OC)c(C2/C(=C(/O)c3ccc(C)cc3)C(=O)C(=O)N2Cc2ccco2)c1 (stereo not drawn)	11%	3.3%
Cc1cccc2sc(NC(=O)CSCc3ccccc3)nc12	.	-0.6%
Cc1cccc(/C(N)=N/OC(=O)COc2ccc(Cl)cc2)c1	0%	-4.2%
Cc1cc(NC(=O)CCc2ccccc2)no1	1%	4.2%
Cc1cc(NC(=O)c2ccc(Cl)cc2)ccc1NC(=O)c1ccccc1	6%	-1.8%
COc1ccc2c(c1)OC13CCN(C)CC1C2C(C(=O)c1ccc(F)cc1)C(=O)N3 (stereo not drawn)	4%	-1.1%
Cc1noc(C)c1CSc1ncnc2ccccc12	2%	-1.8%
COc1cc(CN2CCN(Cc3ccc(OC)c(OC)c3OC)CC2)cc(OC)c1O	3%	-1.1%
Cc1cc(N2CCCC2)n2nc(C)nc2n1	11%	2.4%
CCOCN(C(=O)Cn1c(C(C)O)nc2ccccc21)c1c(C)cccc1CC (stereo not drawn)	.	0.1%
NC(=O)CSc1nc2ccccc2n1CCOc1ccc(Cl)cc1	0%	1.0%
O=C(c1ccc(S(=O)(=O)N2CCC(c3nc4ccccc4s3)CC2)cc1)N1CCOCC1	-11%	-1.3%
COCCCNC(=O)CCC(=O)Nc1ccc2nc(N3CCOCC3)cc(C)c2c1	-2%	6.6%
COc1ccc(C(=O)Cn2nnc(-c3cccs3)n2)cc1	-8%	2.7%
Cc1ccccc1C(=O)NN1C(=O)/C(=C\c2cccs2)SC1=S	4%	1.9%
CS(=O)(=O)N1CCN(Cc2ccccc2C(F)(F)F)CC1	-9%&-6%	1.3%&3.6%
Cc1[nH]c2ccccc2c1Cc1nnc(SCC(=O)NCc2ccco2)o1	-4%	5.6%
Cc1nc2c(-c3ccccc3)c(C)[nH]n2c(=O)c1Cc1ccccc1	3%	-6.4%
Cc1ccc(NC2CC(=O)N(Cc3ccccc3)C2=O)cc1 (stereo not drawn)	.	6.7%
CCCCCCC(=O)N(O)C1CC(=O)N(c2ccc(Br)cc2)C1=O (stereo not drawn)	-5%	-1.3%
COCCCNC(=O)CCn1c(=O)c2ccccc2n(CC(=O)Nc2ccccc2C)c1=O	1%	18%

2 entries from above, with two lines to a compound.
Second line of a record – MKP-3 inhibition | Hsp70 inhibitors
- Cc1noc(C)c1CSc1ncnc2ccccc12
    2% | -1.8%
- COc1cc(CN2CCN(Cc3ccc(OC)c(OC)c3OC)CC2)cc(OC)c1O
    3% | -1.1%

No new results follow: entries from further up.
SMILES	MKP-3 inhibition	Hsp70 inhibitors
Cc1ccc(NC2CC(=O)N(Cc3ccccc3)C2=O)cc1 (stereo not drawn)	.	6.7%
CCCCCCC(=O)N(O)C1CC(=O)N(c2ccc(Br)cc2)C1=O (stereo not drawn)	-5%	-1.3%
COCCCNC(=O)CCn1c(=O)c2ccccc2n(CC(=O)Nc2ccccc2C)c1=O	1%	18%

Next part.
SMILES	MKP-3 inhibition	Hsp70 inhibitors
O=C(Cc1ccc(Cl)cc1)Nc1ccc(Cl)cn1	-2%	-1.7%
CCOc1ccc2nc(NC(=O)CS(=O)(=O)c3ccccc3)sc2c1	0%	-0.8%
COc1ccccc1CC(=O)NCc1ccccn1	2%	4.2%
CCOC(=O)C1=C(C)N=c2s/c(=C\c3ccccc3F)c(=O)n2C1c1ccc(OC)c(OC)c1 (stereo not drawn)	0%	-2.2%
O=c1c2c(nc3nc(Cc4ccccc4)[nH]n13)CCC2	-2%	-1.0%
COc1ccc(/C=C2\C(=O)NN(c3ccccc3)C2=O)c(OC)c1OC	2%	3.7%
CCCNC(=S)N1CC2(C)CN(C(=O)C(=O)OC)CC(C)(C1)C2=O	0%	-2.9%
NC(=O)N/N=C(/c1ccc2c(c1)OCCO2)C1CC1	0%	3.0%
CC1(C)CC(=O)C(C=NCCN2CCN(C(=O)NC34CC5CC(CC(C5)C3)C4)CC2)=C(O)C1	5%	3.2%
S=C(NNc1nc2ccccc2s1)NC1CCCCC1	0%	1.0%

Screens: PubChem BioAssay, Sanford-Burnham Center for Chemical Genomics
